RGS4 inhibitor = Inhibitors of Regulator of G Protein Signaling (RGS) 4: qHTS; Regulator of G-protein signaling 4 (Homo sapiens), P49798; Transcreener GDP fluorescence polarization, RGS4-accelerated GTP hydrolysis; Potency, µM (titrated, usually from 114 µM), without a hit: at the top dose activity change, negative = inhibition, hits mostly inhibitors; 390,000 compounds, 0.039% hits; also: potency is read from the fitted curve at half-maximal effect; % is scaled to controls: 0 for no effect and ±100 for the full control effect; nearly all actives have a fitted effect of over 75% in size; some results filed as inactive show a strong effect at the top dose
Target sequence (P49798 whole entry, looked up): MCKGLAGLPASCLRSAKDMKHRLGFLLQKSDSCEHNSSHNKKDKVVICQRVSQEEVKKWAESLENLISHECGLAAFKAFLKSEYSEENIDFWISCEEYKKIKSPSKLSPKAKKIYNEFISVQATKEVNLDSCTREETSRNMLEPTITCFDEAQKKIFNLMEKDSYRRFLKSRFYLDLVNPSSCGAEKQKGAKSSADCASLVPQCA
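MLSMR compounds (23 nl, pin-transferred) preincubated 10 min at room temperature with a 500nM (2x) first reagent, then RGS4 at 900nM (2x) plus Transcreener GDP mix added; fluorescence polarization (620/688 nm) read before and after 90 min at 30 °C.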
ERG Ets-DNA blk = qHTS for Small Molecule Inhibitors of the ERG Ets/DNA interaction; Transcriptional regulator ERG (Homo sapiens), P11308; fluorescence polarization, His-ERG Ets domain / labelled DNA; Potency, µM (doses to about 76.9 µM), without a hit: at the highest dose FP activity, negative = inhibition, most hits filed as inhibitors; 370,000 compounds, 0.028% hits; active = well fitted inhibition curve with a large enough effect in the polarisation, with a control signal flat; inconclusive = small, poorly fitted or top-dose-only effect, or effect the other way, or a change in a side signal; inactive = no such curve, though single readings can be large or run the other way; the % refers to the polarisation;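 also: polarization taken with two DNA probes labelled with fluorescein and Texas red; potency is read from the fitted curve at half-maximal effect; % of control where 0% means no effect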
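His-tagged ERG Ets domain (1 uM in the protein solution; 300mM KCl, 50mM Tris-HCl, 1mM EDTA, 1mM DTT, pH 7.5) received compound, then a probe mix of 5 nM fluorescein-DNA and 100nM Texas-615-DNA. Fluorescence polarization was read for both dyes.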
APE1 inh = qHTS Assay for Inhibitors of the Human Apurinic/apyrimidinic Endonuclease 1 (APE1) | Potency, µM (doses to about 65.8 µM), without a hit: top-dose activity change, negative = inhibition, most hits filed as inhibitors | 350,000 compounds, 0.35% hits | recombinant APE1, TAMRA/BHQ-2 abasic DNA cleavage fluorescence | AID 2517, 2012;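 also: potency is read from the fitted curve at half-maximal effect; plate controls were vehicle for no effect and reference inhibitor for full effect; nearly all actives have a fitted effect of over 55% in size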
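Enzyme (0.75 nM final) and test compound are incubated 15 min at room temperature before adding 50 nM quenched THF abasic-site duplex. Cleavage dequenches TAMRA, followed at 525/598 nm over three reads one minute apart.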
POLK inh = qHTS for Inhibitors of Polymerase Kappa | DNA polymerase kappa (Homo sapiens), Q9UBT6 | purified Pol kappa, fluorescent DNA synthesis assay, 10 min | Potency, µM (titrated, usually from 107 µM), without a hit: at the highest dose activity, negative = inhibition, actives largely listed as inhibitors | 400,000 compounds, 0.53% hits; also: potency is read from the fitted curve at half-maximal effect; % is scaled to controls: 0 for no effect and ±100 for the full control effect
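Pol kappa 10 nM + cpd, 15 min RT; start w/ substrate 50 nM final; fluorescence kinetic read, 0 and 10 min. Neg ctrl: buffer, no enzyme.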
Pol eta inh = qHTS for Inhibitors of Polymerase Eta; DNA polymerase eta (Homo sapiens), Q9Y253; recombinant Pol eta, fluorescent DNA replication assay; Potency, µM (titrated, usually from 114 µM), for the others: at the top dose activity change, negative = inhibition, hits mostly inhibitors; 390,000 compounds, 1.2% hits; AID 588591, 2011; also: potency is read from the fitted curve at half-maximal effect; % is scaled to controls: 0 for no effect and ±100 for the full control effect
Target sequence (Q9Y253 whole entry, looked up): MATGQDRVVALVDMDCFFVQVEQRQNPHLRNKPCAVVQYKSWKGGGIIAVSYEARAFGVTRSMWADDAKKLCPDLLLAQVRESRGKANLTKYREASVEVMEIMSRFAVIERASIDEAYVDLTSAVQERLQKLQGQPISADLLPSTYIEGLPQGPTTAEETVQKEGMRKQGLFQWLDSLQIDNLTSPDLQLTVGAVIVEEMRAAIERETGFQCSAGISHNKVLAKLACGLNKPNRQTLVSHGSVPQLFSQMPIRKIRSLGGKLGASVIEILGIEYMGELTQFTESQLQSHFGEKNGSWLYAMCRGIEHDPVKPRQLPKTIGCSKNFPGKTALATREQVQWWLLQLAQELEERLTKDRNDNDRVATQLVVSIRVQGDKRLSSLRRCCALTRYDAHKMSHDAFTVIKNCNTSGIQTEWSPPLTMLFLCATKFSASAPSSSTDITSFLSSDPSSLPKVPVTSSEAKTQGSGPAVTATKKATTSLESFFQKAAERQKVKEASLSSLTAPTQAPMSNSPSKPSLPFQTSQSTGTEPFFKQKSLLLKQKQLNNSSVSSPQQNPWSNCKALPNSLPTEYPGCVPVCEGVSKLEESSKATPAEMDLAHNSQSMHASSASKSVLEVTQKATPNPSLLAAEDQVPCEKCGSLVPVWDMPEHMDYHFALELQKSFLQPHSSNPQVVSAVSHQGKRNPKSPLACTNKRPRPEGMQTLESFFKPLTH
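Pol eta (10 nM) was preincubated with compounds for 15 min at room temperature, after which fluorescent replication substrate (50 nM final) was added to start the reaction. Fluorescence was read kinetically at 0 and 10 min.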
Pol beta inh = qHTS Assay for Inhibitors of DNA Polymerase Beta | P06746 | Pol beta primer extension/strand displacement, fluorescence kinetic | Potency, µM (top dose mostly 114 µM), for the others: at the top dose activity change, negative = inhibition, hits mostly inhibitors | 340,000 compounds, 1.3% hits; also: potency is read from the fitted curve at half-maximal effect; % is scaled to controls: 0 for no effect and ±100 for the full control effect
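Pol beta (10 nM) and compounds were preincubated 15 min at room temperature, then 50 nM substrate (final) started primer extension/strand displacement. Reads were taken at 0 and 10 min; concentration-response data were fitted to a four-parameter Hill equation.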
ALOX12 inh = Primary qHTS assay for inhibitors of human arachidonate 12S-lipoxygenase (ALOX12): Round 2; purified 12hLO, xylenol orange hydroperoxide absorbance; 580,000 compounds, 1.1% hits; AID 1671190, 2021; Potency, µM (series often up to 108 µM), for inactives: at the highest dose activity change, negative = inhibition, actives largely listed as inhibitors; Polyunsaturated fatty acid lipoxygenase ALOX12 (Homo sapiens), P18054; also: potency is read from the fitted curve at half-maximal effect; % is scaled to controls: 0 for no effect and ±100 for the full control effect
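Purified human 12hLO (150 nM final) in 25 mM Hepes, 0.01% Triton X-100, pH 7.0 was preincubated 15 min at room temperature with compound. Then 40 uM arachidonic acid was added, 30 min. Hydroperoxide was read by Fe-XO absorbance ratio 573/405 nm.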
Anesthetic bind = qHTS Assay for Identification of Novel General Anesthetics | apoferritin/1-aminoanthracene competitive binding, fluorescence | Potency, µM (highest dose often 77.5 µM), for inactives: at the top dose activity change, negative = displacement, actives largely listed as inhibitors | 350,000 compounds, 0.074% hits; also: potency is read from the fitted curve at half-maximal effect; % is scaled to controls: 0 for no effect and ±100 for the full control effect; nearly all actives have a fitted effect of over 20% in size
Target sequence (P02791 2-175 limits assumed): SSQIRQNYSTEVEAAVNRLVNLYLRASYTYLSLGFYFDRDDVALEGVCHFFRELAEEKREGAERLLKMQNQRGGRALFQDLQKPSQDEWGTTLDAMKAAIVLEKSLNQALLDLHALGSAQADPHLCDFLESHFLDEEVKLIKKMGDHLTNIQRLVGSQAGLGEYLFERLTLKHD
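Apoferritin-based anesthetic binding model; compound displacement of fluorescent 1-AMA measured as endpoint fluorescence after 10 minutes at room temperature, scaled to free-ligand and complex controls.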
LDHA block = qHTS assay for inhibitors of human lactate dehydrogenase; 480,000 compounds, 0.15% hits; purified LDHA, NADH/diaphorase-resazurin fluorescence; hits give low values; activity change, % (values are at about 110 or 230 µM); AID 1347041, 2019; L-lactate dehydrogenase A chain (Homo sapiens), P00338; in the data active = activity change below about -30%; inconclusive = mostly about -25% to -30%;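 also: plate controls were DMSO wells for no effect and wells without enzyme for full effect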
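Human LDH5 (2 nM) was incubated with 0.06 mM NADH and 0.2 mM pyruvate for 5 min at room temperature in Tris pH 7.4. Remaining NADH was coupled through diaphorase/resazurin, and resorufin fluorescence was read at 0 and 20 min.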
Numbers without * were called inactive; ? = inconclusive; / = no result given; & = joins results of further samples; [ ] = another dose, or the depositor's remark. Unless noted, calls follow the shape of the dose curve; as a rule, active = well fitted curve in the direction sought with a large enough effect; inconclusive = small, poorly fitted or top-dose-only effect, or another doubt; inactive = no such curve, though single readings can be large; an effect the other way counts as inactive or inconclusive. An excerpt, so the mix of outcomes need not match the whole.

SMILES	RGS4 inhibitor	ERG Ets-DNA blk	APE1 inh	POLK inh	Pol eta inh	Pol beta inh	ALOX12 inh	Anesthetic bind	LDHA block
O=C(COC(=O)c1cncc(Br)c1)Nc1ccc2c(c1)OCO2	-3%	8%	-1%	-5%	-22%	-3%	-11%	-11%	8
Cc1nc(-c2ccccc2)cn(O)c1=O	7%	-8%	2%	-10%	2%	-15%	?	-9%	3
Cc1ccc(-n2c3c(c(=O)[nH]c2=O)C(C(F)(F)F)(C(F)(F)F)NC(=O)N3)cc1	28%	7%	0%	0%	6%	1%	/	-12%	-1
O=C(NC(NC(=S)N1CCOCC1)C(Cl)(Cl)Cl)c1ccc(Cl)cc1 (centres undefined)	-34%	-1%	-5%	6%	-26%	18%	-24%	-15%	-1
CSc1nnc(-c2cccc(NC(=O)c3ccccc3)c2)n1C	-11%	-12%	2%	1%	-11%	-21%	0%	1%	-6
O=[N+]([O-])c1ccccc1N/N=C\c1ccccc1Cl	-16%	1%	2%	2%	-13%	-1%	-4%	-8%	-8
O=C(NC1CCCCC1)C(c1ccccn1)N(C(=O)c1csnn1)C1CCCCC1 (centres undefined)	-13%	0%	-2%	-4%	2%	6%	-7%	-7%	-4
C=CC[C@@H](CC(=O)NCCO)C(=O)N[C@@H](COC(=O)[C@@H](CC=C)CC(=O)OC(C)(C)C)Cc1ccccc1	11%	6%	16%	-9%	-14%	/	0%	/	7
Cc1c(CCC(=O)N2CCCCC2)c(=O)oc2cc3occ(C(C)(C)C)c3cc12	7%	5%	/	-9%	-17%	14%	-15%	-5%	-9
CCOC(=O)N1CCN(CC(=O)Nc2cc(OCC)ccc2OCC)CC1	-29%	-1%	-7%	1%	-15%	-7%	1.6µM*	-3%	-18
COc1ccc(/C=N/N2CCN(c3ccccc3OC)CC2)cc1Br	5%	10%	21%	2%	-6%	-20%	4%	-4%	2
Fc1ccc(C2=NNC(=NCc3ccccc3)SC2)cc1F	?	6%	12%	1%	-19%	3%	-2%	?	1
CCOc1ccc(OCC)c(NC(=O)C2CCCN(S(=O)(=O)c3ccc(C)cc3)C2)c1 (centres undefined)	25%&-1%	0%&1%	-6%	-3%&-4%	-2%&-9%	16%&39%	?	-2%&66%	-4&2
CCn1c2ccccc2c2cc(/C=N/n3c(C)nnc3C)ccc21	1%	/	7%	-5%	-3%	1%	-13%	155%[activator]	-2
CCOC(=O)NC(=O)/C(C=Nc1ccc(Cl)c(Cl)c1Cl)=C(\C)O	35%	-13%	-1%	-3%	11%	6%	-14%	0%	-10
CCOc1cc(S(=O)(=O)NCc2cccnc2)c(C)cc1C	12%[56.9 µM]	3%	-4%	-18%	-17%	4%	-1%	-6%	-3
COc1ccc(CNC(=O)COC(=O)C(CCSC)NC(=O)c2ccco2)cc1OC (centres undefined)	15%	0%	-1%	9%	-1%	/	1%	/	-1
O=C(CNC(=O)C(c1ccccc1)c1ccccc1)N/N=C/c1ccc(O)c([N+](=O)[O-])c1	2%	1%	1%	-11%	-3%	3%	-9%	8%	-8
COc1ccc(C2=CC(=O)C[C@H](c3ccc(F)cc3)C2)c(OC)c1	-4%	-3%	15%	-5%	-20%	/	1%	/	0
Cc1ccc(Cn2ccnc2SCC(=O)NCc2ccccc2Cl)cc1	-7%	1%	/	-2%[60.1 µM]	-14%	-1%	-5%&4%	?	6&-1
CC(=O)c1ccc(-c2ccc(C(=O)N(C)Cc3nc4ccccc4c(=O)[nH]3)o2)cc1	1%	-9%	-4%	2%	4%	/	0%	/	-3
O=C(NCc1ccccc1Cl)NCc1ccccc1Cl	-7%	-10%	12%	-10%	-18%	48%	-7%	5%	-9
COc1ccc(N2C(=O)N3[C@H](c4ccc(Cl)cc4)[C@@H]4C(=O)N(C5CCCCC5)C(=O)[C@@H]4[C@]3(Cc3ccc(Cl)cc3)C2=O)cc1	-14%	12%	8%	9%	-17%	23%	-4%	-16%	5
COc1cccc(NC(=O)CSc2nccn2Cc2ccc3c(c2)OCO3)c1	11%	1%	/	-9%[60.1 µM]	/	32%[activator]	-15%	?	1
COc1ccc(C2CC(c3ccc(Br)cc3)=NN2C(=O)CN2CCCC2)cc1 (centres undefined)	-1%	-1%	1%	1%	-24%	17%	29%	-6%	-11
Next part
SMILES	RGS4 inhibitor	ERG Ets-DNA blk	APE1 inh	POLK inh	Pol eta inh	Pol beta inh	ALOX12 inh	Anesthetic bind	LDHA block
c1ccc(Cc2nnc3sc(-c4ccco4)nn23)cc1	-44%	-12%	-8%	79µM*	25µM*	-15%	50%[activator]	?	-1
O=C(CN1C(=O)COc2ccccc21)NCCN1CCCC1	3%	-4%	61%[activator]	0%	-16%	-9%	21%	1%	-9
O=C(N/N=C/c1ccc(OC(=O)c2ccccc2)cc1)c1ccc(CN2CCOCC2)cc1	12%[11.4 µM]	-2%	-2%	-13%	?	7%	-17%	-12%	-2
Cc1cccc(C)c1-n1c(C)nn(CCOc2ccccc2)c1=O	-26%	-12%	8%	-1%	-13%	26%	1%	-9%	2
O=C(CN1CCC(C(O)(c2ccccc2)c2ccccc2)CC1)Nc1ccccc1	-3%	/	-6%	-16%	-8%	-14%	-14%	-12%	8
CCC(CC)c1nc(C#N)c(NC(C)c2ccccc2)o1 (centres undefined)	4%	8%	5%	5%	-13%	2%	-30%&-6%	-16%	8&1
CCCCOC(=O)Nc1nnc(-c2ccccc2OC)s1	13%	-2%	-3%	-2%	-2%	0%	0%	-8%	-3
Cc1ccc(Cl)cc1NC(=O)CCC(=O)O	14%	-4%	-8%	10%	-5%	30%	129%[activator]	35%[activator]	1
Cc1cccc(-n2ncc3c2CCCC3NC(=O)c2ccc[n+]([O-])c2)c1C (centres undefined)	-10%	-3%	-6%	4%	0%	11%	1%	6%	-1
COc1ccc2nc(NC(=O)C3CCCO3)sc2c1 (centres undefined)	-6%	-1%	21%	-22%	-2%	54%	?	-3%	-3
CCCc1ccc2oc(C(=O)N3CCC(C(N)=O)(N4CCCCC4)CC3)c(C)c2c1	0%	-4%	2%	5%	-18%	0%	-33%	-9%	-1
Cc1c(NS(=O)(=O)c2cc(C(=O)NCc3cccnc3)ccc2Cl)c(=O)n(-c2ccccc2)n1C	1%	-1%	5%	-2%	-18%	/	-10%	/	-7
O=C(NCc1ccco1)c1cc2cc(Br)ccc2o1	?	-5%	6%	-9%	-3%	?	?	-5%	-1
O=C(NC1CC1)c1ccc(Cn2c(SCc3ccccc3F)nc3cccnc32)cc1	-27%	9%	/	-4%	-14%	1%	-10%	-4%	4
CC(C)CN(C(=O)COC(=O)c1ccccn1)c1c(N)n(Cc2ccccc2)c(=O)[nH]c1=O	11%	-5%	13%	-3%	-8%	/	-19%	/	1
CC(C(=O)N1CCOCC1)(c1ccccc1)c1ccccc1	1%	-1%	-4%	-8%	-13%	0%	6%	6%	-16
COc1ccc2oc(C(=O)OCC(=O)NC(=O)c3ccccc3)c(C)c2c1	14%	-1%	15%	-32%	-27%	3%	0%	-16%	-9
CC12CCC(=O)N1C(C(=O)NCCc1ccccc1)CS2 (centres undefined)	17%	-1%	2%	-2%	-15%	3%	2%	-2%	0
O=C(NC1CCc2ccccc21)c1cc(COc2c(F)cccc2F)on1 (centres undefined)	7%[56.9 µM]	0%	-4%	2%	-2%	-26%	-14%	-22%	0
COc1cccc2c1CCC1=CC(=O)CCC12C (centres undefined)	-2%	20%	/	-16%	-11%	/	-9%	/	5
CC(=O)Nc1ccc(S(=O)(=O)NCCC(=O)OCC(=O)NNC(=O)c2ccccc2)cc1	9%	-19%	14%	0%	3%	/	10%	/	-2
CCOC(=O)N1CCN(c2ncc3c(n2)CC(c2ccc(Cl)cc2)CC3=O)CC1 (centres undefined)	-4%	-6%	/	16%	-21%	1%	?	-19%	2&-5
Cc1ccc2c(NC(=O)c3ccc(Br)o3)cccc2n1	25%	-24%	8%	2%	10%	19%	-4%	-3%	-8
CCOc1cc(N2CCOCC2)c(OCC)cc1NCC(=O)N1CCN(Cc2ccccc2)CC1	2%	-14%	4%	-5%	-17%	12%	-68%	-7%	7
CC(C)(C)n1nc2c(c1NC(=O)c1ccc([N+](=O)[O-])cc1)CS(=O)(=O)C2	2%	-1%	21%	-10%	12%	-23%	4%	-7%	0

Some of these compounds in order of molecular weight, lowest first:
SMILES	RGS4 inhibitor	ERG Ets-DNA blk	APE1 inh	POLK inh	Pol eta inh	Pol beta inh	ALOX12 inh	Anesthetic bind	LDHA block
Cc1cccc(-n2ncc3c2CCCC3NC(=O)c2ccc[n+]([O-])c2)c1C (centres undefined)	-10%	-3%	-6%	4%	0%	11%	1%	6%	-1
O=C(CN1CCC(C(O)(c2ccccc2)c2ccccc2)CC1)Nc1ccccc1	-3%	/	-6%	-16%	-8%	-14%	-14%	-12%	8
O=C(NC1CC1)c1ccc(Cn2c(SCc3ccccc3F)nc3cccnc32)cc1	-27%	9%	/	-4%	-14%	1%	-10%	-4%	4

Screens deposited in PubChem by National Center for Advancing Translational Sciences (NCATS).
